IEC-6 cytotox – kills IEC-6 intestinal cells in KLF5 counter-screen; hit rate 0.78% among 290,000; AID 1825; inhibition, % at 5 µM; IEC-6 cytotoxicity, luminescence viability; in the data active = inhibition above about 22%;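 note: 0% = plate median of test compound wells and 100% = cytotoxic reference compound wells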
KLF5 inh – kruppel-like factor 5 inhibition. DLD-1 KLF5 promoter-luciferase reporter, luminescence. inhibition, % at 5 µM. hit rate 0.23% among 290,000;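 active = inhibition above a per-plate limit of that plate's mean compound inhibition plus 3 SD, cut at about 60% in these data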;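 note: 0% = DMSO wells and 100% = LY294002 at 200 µM; higher means less KLF5 promoter-driven luciferase light; inactives centre near -14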
MrgX1 antag – antagonists of human MrgX1 receptor; MRGX1-HEK293 calcium flux, Fluo-4, BAM8-22 antagonism; active compounds read low; B-score at 10 µM; Q96LB2; hit rate 1.3% among 310,000;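 active = calcium-response B-score plate-corrected more than 3 library SD below zero, starting fluorescence within 5 deviations, no agonist response on first addition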;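 note: peak minus trough fluorescence over baseline after final BAM8-22 challenge near maximal dose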
Target sequence (Q96LB2 whole entry, looked up): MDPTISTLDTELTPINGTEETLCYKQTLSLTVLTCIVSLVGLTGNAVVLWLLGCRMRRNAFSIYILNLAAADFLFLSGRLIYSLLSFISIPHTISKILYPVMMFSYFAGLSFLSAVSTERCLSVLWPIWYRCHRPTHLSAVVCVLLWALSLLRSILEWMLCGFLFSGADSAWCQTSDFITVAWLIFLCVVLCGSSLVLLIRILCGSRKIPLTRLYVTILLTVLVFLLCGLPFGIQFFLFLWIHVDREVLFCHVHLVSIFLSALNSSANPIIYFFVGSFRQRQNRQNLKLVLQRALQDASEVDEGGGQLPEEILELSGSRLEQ
Numbers without * were called inactive; i = inactive. These rows are one share of the data; rates above refer to the full screens.

SMILES | IEC-6 cytotox | KLF5 inh | MrgX1 antag
CCOc1ccc(NC(=O)CN2CCN(CC(=O)c3ccc(OC)c(OC)c3)CC2)cc1 | 0 | -35 | i
CN(C)c1ccc(/C=C(\Cl)c2nc3ccccc3s2)cc1 | -7 | -38 | i
Cc1ccccc1-n1nnnc1Sc1nnnn1-c1ccccc1 | 4 | -29 | i
COc1ccc2c(c1)O[C@H](c1ccc3c(c1)OCO3)[C@@H](OC(=O)N[C@H]1CCCc3ccccc31)C2=O | -1 | -50 | i
ClC(Cl)(c1nnnn1-c1ccccc1)c1nnnn1-c1ccccc1 | -1 | -34 | i
COc1cc(/C=N/Nc2cccc(C)c2)ccc1OC(=O)c1cccs1 | 3 | -28 | i
CCOc1ccc(-n2c(SCc3ccc(C(=O)OC)o3)nc3c(c2=O)SCC3)cc1 | -1 | 3 | i
C/C=C/c1ccc(OCCn2cncn2)c(OC)c1 | -2 | 14 | i
O=C(Nc1ccncc1)c1cc2ccccc2o1 | -4 | -11 | i
CCOC(=O)N1CCC(NC(=O)CCN2C(=O)C3C4C=CC(C4)C3C2=O)CC1 (stereo unspecified) | -4 | -11 | i
Cc1occc(=O)c1OC(=O)Nc1ccc(Cl)c(Cl)c1 | 8 | -42 | i
CCOC(=O)CC(=O)CSc1nc2ccc(C)cc2cc1C#N | -5 | 15 | i
COc1ccc(-n2cnc3cc(NS(=O)(=O)c4ccc(C)cc4)ccc32)cc1 | 4 | -15 | i
C/C=C/c1ccc(OCCCCn2cncn2)c(OC)c1 | 3 | -31 | i
COC(=O)[C@@]1(Cc2ccc(OC)cc2)[C@@H]2C(=CC(=O)[C@H]2CC(=O)C(=O)N(C)C)CN1C(=O)c1ccccc1 | 4 | 13 | i

Next entries follow.
SMILES | IEC-6 cytotox | KLF5 inh | MrgX1 antag
Cn1cc(C(=O)N2CCN(c3ccccn3)CC2)c(=O)c2cc(S(=O)(=O)N3CCOCC3)ccc21 | -2 | 3 | i
CC(C)N=c1scc(-c2ccco2)n1/N=C/c1ccc(O)c(O)c1 | 9 | -39 | i
Cc1ccc2[nH]c3c(c2c1)CN(C(=O)CN1CC(C)OC(C)C1)CC3 (stereo unspecified) | 1 | -13 | i
CCN(CC(=O)NCc1ccc(F)cc1)Cc1nc2cc(Cl)ccc2c(=O)[nH]1 | -2 | -7 | i
CCOc1ccccc1Oc1c(C)oc2c(CN3CCN(C)CC3)c(O)ccc2c1=O | -1 | -6 | i
CN1CCN(C(=S)Nc2cc([N+](=O)[O-])ccc2Cl)CC1 | -4 | -24 | i
CCSc1nc2ccccc2n1S(=O)(=O)c1ccccc1 | 5 | -12 | i
CCOc1cc(/C=N/Nc2ccccc2Cl)ccc1OCC(=O)O | -2 | -33 | i
O=C(Cn1cnc2c(nnn2Cc2ccc(Cl)cc2)c1=O)N1CCN(c2ccccc2)CC1 | -2 | -31 | i
Cn1c2c(c(=O)n(C)c1=O)C(NC(=O)c1cccs1)(C(F)(F)F)C(=O)N2 (stereo unspecified) | -5 | -28 | i
CN(c1ccccc1C(=O)O)S(=O)(=O)c1ccc2c3c(cccc13)C(=O)N2 | 9 | -25 | i
N#CC1=C(N)C2=CCCC[C@H]2[C@H](c2ccc(Br)cc2)C1(C#N)C#N | -14 | 1 | i
Cn1c(N)c(C(=O)COC(=O)c2cc(C(F)(F)F)nc3ccccc23)c(=O)n(Cc2ccccc2)c1=O | 2 | -13 | i
O=C1ON=C(c2ccccc2)/C1=C/c1ccc(-c2ccccc2[N+](=O)[O-])o1 | 2 | -19 | i
COc1ccc(C2=NC(=O)/C(=C\c3cc(OC)c(OC)c(OC)c3)O2)cc1 | -9 | -21 | i

Shown with each value named: entries from further up.
> CCSc1nc2ccccc2n1S(=O)(=O)c1ccccc1
  IEC-6 cytotox: 5
  KLF5 inh: -12
  MrgX1 antag: i

> CCOc1cc(/C=N/Nc2ccccc2Cl)ccc1OCC(=O)O
  IEC-6 cytotox: -2
  KLF5 inh: -33
  MrgX1 antag: i

> O=C(Cn1cnc2c(nnn2Cc2ccc(Cl)cc2)c1=O)N1CCN(c2ccccc2)CC1
  IEC-6 cytotox: -2
  KLF5 inh: -31
  MrgX1 antag: i

> Cn1c2c(c(=O)n(C)c1=O)C(NC(=O)c1cccs1)(C(F)(F)F)C(=O)N2 (stereo unspecified)
  IEC-6 cytotox: -5
  KLF5 inh: -28
  MrgX1 antag: i

Carrying on.
SMILES | IEC-6 cytotox | KLF5 inh | MrgX1 antag
Cc1ccc[n+](-c2nc([O-])sc2C=O)c1 | -3 | -14 | i
COc1cccc(CNc2ccc(N3CCCCC3)cc2)c1OC | -5 | -23 | i
CC[C@H](C)[C@@H]1NC(=O)c2cc([N+](=O)[O-])cc(F)c2NCCCC[C@@H](C(N)=O)NC(=O)[C@H](CC(N)=O)NC1=O | -1 | 6 | i
CCOC(=O)c1[nH]c(CSc2nnnn2-c2ccccc2C)c(C(=O)OCC)c1C | -6 | 9 | i
CCC(=O)OCCNc1cc(Sc2nc3ccccc3[nH]2)c2nonc2c1[N+](=O)[O-] | 54* | 24 | i
CC(=Nc1ccccc1)Nc1ccccc1 | 0 | 4 | i
O=C(O)C1CC(=O)N(Cc2ccc(F)cc2)C1 (stereo unspecified) | 2 | 3 | i
O=[N+]([O-])c1cccc(/C=C/c2nc(C=Nc3ccc4ccccc4c3)c(O)o2)c1 | 7 | -5 | i
Cc1ccc(Cn2c(N3CCCCCC3)nc3c2c(=O)[nH]c(=O)n3C)cc1 | 2 | 2 | i
CCCOc1ccc(/C(O)=C2/C(=O)C(=O)N(CCN(C)C)C2c2ccncc2)cc1 (stereo unspecified) | 4 | -36 | i
CCc1cc2cc(C)cc(C)c2nc1SCC(=O)N1CCN(C(=O)c2ccco2)CC1 | 0 | -2 | i
O=C1CC(C(=O)Nc2ccc(C(=O)N3CCOCC3)cc2)C2(CCCCC2)O1 (stereo unspecified) | 2 | -15 | i
CC1(C)CC(=O)c2cnc(NCc3ccco3)nc2C1 | 8 | 20 | i
Cc1ccc(-n2c(Cl)c(Cl)nc(Cl)c2=O)cc1 | 41* | 21 | i
COc1c(S(=O)(=O)N2CCCCC2)ccc2c(S(=O)(=O)N3CCCCC3)cccc12 | -2 | -25 | i

Full records as entered above. Values in the order: IEC-6 cytotox, KLF5 inh, MrgX1 antag
O=[N+]([O-])c1cccc(/C=C/c2nc(C=Nc3ccc4ccccc4c3)c(O)o2)c1 is entered as 7, -5, i
COc1c(S(=O)(=O)N2CCCCC2)ccc2c(S(=O)(=O)N3CCCCC3)cccc12 is entered as -2, -25, i
CCc1cc2cc(C)cc(C)c2nc1SCC(=O)N1CCN(C(=O)c2ccco2)CC1 is entered as 0, -2, i
O=C(O)C1CC(=O)N(Cc2ccc(F)cc2)C1 (stereo unspecified) is entered as 2, 3, i
CC(=Nc1ccccc1)Nc1ccccc1 is entered as 0, 4, i

Additional results:
SMILES | IEC-6 cytotox | KLF5 inh | MrgX1 antag
Cc1ccc(-c2csc(NC(=O)Cn3cnc4c3c(=O)n(C)c(=O)n4C)n2)cc1C | -2 | -7 | i
COc1ccc(CN(C(=O)c2oc3ccccc3c2C)C2CCS(=O)(=O)C2)cc1OC (stereo unspecified) | -3 | -20 | i
O=C(NCC1COc2ccccc2O1)c1ccc(NC(=O)C2CCCO2)cc1 (stereo unspecified) | 7 | 11 | i
CC1=NN(C(=O)c2ccc(C)o2)C(O)(c2ccccc2)C1 (stereo unspecified) | 5 | -85 | i
COc1ccc(-c2nc3c(Br)c(N)c(Br)cc3o2)cc1 | 9 | -44 | i
Cc1nc2nc(C)n(-c3ccccc3)c2s1 | -4 | -40 | i
COc1cc(NC(=O)C2CCCN2S(=O)(=O)c2ccc3c(c2)CCC(=O)N3)cc(OC)c1 (stereo unspecified) | 0 | -19 | i
Cc1cc(O)c2c(-c3ccccc3)cc(=O)oc2c1 | -4 | -6 | i
c1cnc2c(OCc3cn4cccnc4n3)cccc2c1 | -6 | -55 | i
O=c1c2ccccc2[nH]c(=S)n1CCCN1CCN(C2CCCCC2)CC1 | 2 | -1 | i
COc1cc(OC)c(-c2c3cc(O)c(=O)cc-3oc3cc(O)c(O)cc23)cc1OC | -10 | 5 | i
S=C(Nc1ccc2nsnc2c1)N1CCCCC1 | 6 | -51 | i
COc1ccccc1N1CCN(C(=O)C2CCN(S(=O)(=O)c3ccc(Cl)cc3)CC2)CC1 | -1 | -13 | i
Cc1ccc(C)c(N2CCN(C(=O)C3CCCN(S(=O)(=O)c4c(C)noc4C)C3)CC2)c1 (stereo unspecified) | 10 | 13 | i
O=c1oc2c(CN3CCCCC3)c(O)ccc2c2c1CCCCC2 | 2 | -9 | i

Continued.
Results follow in this order: IEC-6 cytotox | KLF5 inh | MrgX1 antag
- CC(C)Cn1c(CN(Cc2ccccc2)Cc2ccccc2)nc2c1c(=O)n(C)c(=O)n2C
→ 6 | 20 | i
- C[C@@H](C(=O)Nc1ccc2ccccc2c1)[C@@H]1C[C@@]1(C)[C@@H](NC(=O)c1cnccn1)c1ccccc1
→ -10 | 6 | i
- O=C1C(=Cc2ccc(Br)o2)C(=O)c2ccccc21
→ -21 | -3 | i
- Cc1[nH]n(-c2ccccc2)c(=O)c1/C=N/NC(=O)c1cccc([N+](=O)[O-])c1
→ -3 | -18 | i
- Cn1c(C(=O)N2CCCC(C(=O)N3CCN(C(=O)c4ccco4)CC3)C2)cc2sccc21 (stereo unspecified)
→ 0 | 11 | i
- N#CCCn1cc(/C=N/O)c(-c2ccccc2)n1
→ 2 | -16 | i
- CCOc1ccc(NC(=O)CSc2nc3c(c(=O)n2C)SC(C)C3)cc1 (stereo unspecified)
→ -4 | -28 | i
- CCSc1ccc(-c2nn(-c3ccccc3)cc2/C=C(/C#N)C(=O)NCCCOC)cc1
→ -4 | -9 | i
- COc1ccc(CCNC(=O)c2ccc3nc(-c4ccco4)c(-c4ccco4)nc3c2)cc1OC
→ -7 | -15 | -4.6*
- CCc1ccc(-c2nc(CN3CCC(C(=O)N4CCN(c5ccccn5)CC4)CC3)c(C)o2)cc1
→ 3 | -36 | i
- O=c1oc2cc(Br)ccc2n1CSC1=NCCS1
→ -3 | -2 | i
- CC(C)c1nccn1S(=O)(=O)c1cccc([N+](=O)[O-])c1
→ -5 | -27 | i
- COC(=O)Cn1cc(C(=O)C2CC2)c2ccccc21
→ 3 | -1 | i
- Cc1cc(OCC(=O)O/N=C(\N)c2ccccc2)ccc1Cl
→ -4 | -12 | i
- CCC(=O)c1ccc(OCC(=O)N2CCc3cc(OC)c(OC)cc3C2)cc1
→ 3 | -5 | i

Continued.
Results follow in this order: IEC-6 cytotox | KLF5 inh | MrgX1 antag
- C=CCNC(=O)CN(c1ccc(F)cc1)S(=O)(=O)c1ccc(OC)cc1
→ 0 | -19 | i
- O=C(C1CCN(S(=O)(=O)c2cccc3cccnc23)CC1)N1CCN(C2CCCCC2)CC1
→ 5 | -24 | i
- O=C(Nc1ccc([N+](=O)[O-])cc1)Nc1ccc(OC(F)F)c(Cl)c1
→ 6 | -20 | i
- Cc1[nH]c(=O)[nH]c(=O)c1S(=O)(=O)N1CCCC(C(=O)N2CCC(Cc3ccccc3)CC2)C1 (stereo unspecified)
→ -4 | -8 | i
- CC(C)(C)C(=O)[C@@H]1[C@@H]2C(=O)N(C3CCCCC3)C(=O)[C@@H]2[C@H]2c3ccccc3C=CN12
→ -2 | -26 | i
- Cc1ccc(-n2nc3c(c2NC(=O)c2ccc(S(=O)(=O)N4CCOCC4)cc2)CSC3)c(C)c1
→ -3 | -24 | i
- COc1ccc(N=c2oc3c(OC)cccc3cc2C(=O)NCc2ccco2)cc1OC
→ 1 | -6 | i
- Cc1ccc(S(=O)(=O)NCCN=C(CN2CCCC2)NS(=O)(=O)c2ccc(C)cc2)cc1
→ -3 | 5 | i
- CCS(=O)(=O)N1CCCC(C(=O)NCCCN2CCCC2=O)C1 (stereo unspecified)
→ 1 | -8 | i
- CC(C)C1C(C#N)=C(N)Oc2n[nH]c(C(C)(C)C)c21 (stereo unspecified)
→ -5 | -3 | i
- C=CCn1c(N)cc(=O)nc1SC(C)C(=O)Nc1cccc2ccccc12 (stereo unspecified)
→ -4 | -1 | i
- CCC(=O)Nc1ccc2oc(-c3cccc(C)c3)nc2c1
→ 0 | -57 | i
- COc1ccc(NC(=O)C2CCN(c3cc(-c4ccccc4)nc4ncnn34)CC2)cc1OC
→ -6 | -14 | i
- COc1ccc(CCNc2oc(COc3ccc(F)cc3)nc2C#N)cc1
→ 1 | -33 | i
- CCOC(=O)C1Cn2c(nc3c(c2=O)C2(CCCC2)Cc2ccccc2-3)S1 (stereo unspecified)
→ 3 | -24 | i

(list continues)
Results follow in this order: IEC-6 cytotox | KLF5 inh | MrgX1 antag
- O=C(NC1CCCC1)c1ccc2nc(-c3ccco3)c(-c3ccco3)nc2c1
→ -8 | -26 | i
- O=C1NCCCC2c3cc(O)c4ccccc4c3OC12N1CCCCC1 (stereo unspecified)
→ -11 | -12 | i
- COc1ccc(CC(=O)Nc2ccc(-c3noc(-c4cc(OC)c(OC)c(OC)c4)n3)cc2)cc1
→ 4 | 2 | i
- CC(C)n1c(-c2ccc(N(C)C)cc2)nc2ccccc21
→ 15 | -76 | i
- Cc1cc(C(=O)NN=C2CCCCC2)c2ccccc2n1
→ 3 | 2 | i
- CN(C(=O)c1cccc(Nc2ccc(-c3ccc4c(c3)OCCO4)nn2)c1)C1CCCCC1
→ 4 | -81 | i
- Cc1cc(C)cc(NC(=O)CSc2nnc(Cn3c(=O)sc4ccccc43)n2C)c1
→ 4 | -15 | i
- O=c1cc(NS(=O)(=O)c2ccccc2)nc(SCc2ccc(Cl)cc2)[nH]1
→ 3 | -27 | i
- CCC(=O)N1CCc2cc(S(=O)(=O)NCCC(=O)N3CC=C(c4ccccc4)CC3)ccc21
→ 5 | 1 | i

Bioassay records deposited in PubChem by several laboratories.
